Growth percent in the NCI-60 one-dose screen (48 h, 10 µM unless noted): 100 = growth as untreated, 0 = no growth, -100 = all killed.
SN12C – SN12C renal cancer cells; hit rate 3.8% among 81,000
786-0 – 786-0 renal cancer cells; hit rate 5.1% among 81,000; AID 1794775
UO-31 – UO-31 renal cancer. hit rate 5.2% among 81,000. AID 1794768
SF-295 – SF-295 CNS cancer cells | hit rate 5.6% among 79,000 | AID 1794758
PC-3 – PC-3 prostate cancer cells; hit rate 3.9% among 80,000; AID 1794754
SF-539 – SF-539 CNS cancer. hit rate 6.8% among 81,000. AID 1794752
U251 – U251 CNS tumor cells; hit rate 5.4% among 80,000
SF-268 – SF-268 CNS cancer cells | hit rate 3.1% among 82,000
DU-145 – DU-145 prostate cancer | hit rate 4.2% among 81,000 | AID 1794760
The depositor's hits bear a star; x = not tested or not shown; & = joins results of further samples; [ ] = remark or other dose. The calls were made as follows: active = growth percent below 10; inactive = the rest. Not all compounds are listed. The share of hits here may be higher or lower than overall.

Preview (seven entries):
#1 C/C(CC(C)(C)N1CC1)=N\O
#2 O=C(CC1(O)C(=O)Nc2ccc(F)cc21)c1ccc(C(=O)NCC2CCC3(CC2)OOC2(CCCCC2)OO3)cc1 (centres undefined)
#3 CC(NC(=O)C(Cl)Cl)C(=O)O (centres undefined)
#4 Cc1cc(C)c(C[N+](C)(C)C)c(C)c1C
#5 CCOC(=O)C1C(C=C(C)C)C1(C)C (centres undefined)
#6 CCCCSSC(Cl)(Cl)Cl
#7 CC/C(=N/OC(=O)N(C)C)c1ccccc1
entry no.,1,2,3,4,5,6,7
786-0,110&101,-79*,103,4.6*,105,99,100
SF-295,95&117,79,107,2.1*,101,121,97
PC-3,87&97,44,78,14,93,101,92
SF-539,100&102,7.7*,103,-7.6*,93,111,95
UO-31,104&87,-82*,91,4.5*,120,82,81
DU-145,105&116,3.8*,111,5.6*,108,95,128
U251,98&104,15,95,1.8*,99,x,x
SF-268,109&104,63,106,2.4*,101,101,114
SN12C,111&100,51,98,0.4*,104,102,108

This part in full, repeating the preview:
#1 C/C(CC(C)(C)N1CC1)=N\O
#2 O=C(CC1(O)C(=O)Nc2ccc(F)cc21)c1ccc(C(=O)NCC2CCC3(CC2)OOC2(CCCCC2)OO3)cc1 (centres undefined)
#3 CC(NC(=O)C(Cl)Cl)C(=O)O (centres undefined)
#4 Cc1cc(C)c(C[N+](C)(C)C)c(C)c1C
#5 CCOC(=O)C1C(C=C(C)C)C1(C)C (centres undefined)
#6 CCCCSSC(Cl)(Cl)Cl
#7 CC/C(=N/OC(=O)N(C)C)c1ccccc1
#8 Nc1ccc([As](=O)(O)O)cc1
entry no.,1,2,3,4,5,6,7,8
786-0,110&101,-79*,103,4.6*,105,99,100,103
SF-295,95&117,79,107,2.1*,101,121,97,101
PC-3,87&97,44,78,14,93,101,92,106
SF-539,100&102,7.7*,103,-7.6*,93,111,95,102
UO-31,104&87,-82*,91,4.5*,120,82,81,93
DU-145,105&116,3.8*,111,5.6*,108,95,128,124
U251,98&104,15,95,1.8*,99,x,x,100
SF-268,109&104,63,106,2.4*,101,101,114,113
SN12C,111&100,51,98,0.4*,104,102,108,105

#9 CCC(C)C#N (centres undefined)
#10 O=C(NCCS(=O)OO)c1ccccc1 (centres undefined)
#11 CN1C(=O)N(C)C(O)C(Cl)(Br)C1=O (centres undefined)
#12 CCOP(=O)(OCC)Oc1cc(C)c(N(C)C)c(C)c1
#13 C#CC1(O)CCCC1
#14 CCOC(=O)N(C(C)C)[N+](=O)[O-]
#15 c1cc(CCN2CCCC2)ccn1
#16 CC(Cl)CN(Cc1cc(O)c(CN(CC(C)Cl)CC(C)Cl)cc1O)CC(C)Cl (centres undefined)
entry no.,9,10,11,12,13,14,15,16
786-0,104,97,103,103,95,96,103,93
SF-295,107,95,100,93,99,102,90,94
PC-3,96,87,94,x,102,97,105,66
SF-539,100,99,107,100,101,102,104,77
UO-31,100,72,86,92,89,92,102,68
DU-145,111,110,106,113,110,108,136,89
U251,101,95,93,110,101,99,113,76
SF-268,101,103,98,106,103,105,113,85
SN12C,88,108,102,102,111,105,117,80

#17 ClCCN(CCCl)c1ccc(C=Nc2ccc(/C=C\c3ccnc4ccccc34)cc2)cc1
#18 Nc1ccc(Oc2ccc(N)cc2)cc1
#19 O=C(Nc1cccc(Cl)c1)OCC#CCN1CCCC1
#20 CC(=O)Oc1ccc(Cl)cc1
#21 CCCNP(=S)(NCCC)NCCC
#22 CO[C@@H]([CH2][Hg][S]C#N)[C@@H]([CH2][Hg][S]C#N)OC
#23 Cc1cccc(CC#N)c1
#24 COc1c(O)c2c3c(c1OC)-c1ccccc1CC3N(C)CC2 (centres undefined)
entry no.,17,18,19,20,21,22,23,24
786-0,59,100,106,100,101,120,93,100
SF-295,80,108,102,112,99,113,101,100
PC-3,64,102,82,91,100,79,87,100
SF-539,66,98,104,89,97,125,93,107
UO-31,50,76,90,59,81,95,96,90
DU-145,79,x,115,x,105,99,110,116
U251,72,107,104,98,x,x,93,99
SF-268,73,97,99,84,99,100,103,101
SN12C,65,97,107,95,100,98,106,100

#25 O=C(Cl)N1CCOCC1
#26 CCCCCCCCOP(OCCCCCCCC)OCCCCCCCC
#27 CCCCCCCCC(=O)NCc1ccc(O)c(OC)c1
#28 CC(C)COC(C[N+](=O)[O-])C(Cl)(Cl)Cl (centres undefined)
#29 CCOP(=S)(N/N=C1/CCCC(C)C1)OCC (centres undefined)
#30 CCCCCN(C)CCC(O)(P(=O)(O)O)P(=O)(O)O
#31 O=[N+]([O-])c1no[n+]([O-])c1-c1ccncc1
#32 O=P1(c2ccccc2)Nc2ccccc2N1c1ccccc1 (centres undefined)
entry no.,25,26,27,28,29,30,31,32
786-0,105,111,96&103,112,100,110,107,97
SF-295,103,109,100&96,113,110,103,99,114
PC-3,100,92,96&95,91,92,96,x,91
SF-539,103,117,105&95,106,90,110,96,102
UO-31,99,78,69&69,97,82,90,90,67
DU-145,111,124,108&114,119,109,128,110,109
U251,104,109,106&97,96,89,106,99,94
SF-268,105,117,98&111,105,99,114,100,97
SN12C,98,94,97&113,105,99,109,97,88

#33 O=[N+]([O-])c1ccc(CI)cc1
#34 COc1cc2nc(Sc3sc(N)nc3C)n(-c3ccccc3)c(=O)c2cc1OC
#35 Cc1ccc2oc(=O)c3c(c2c1)OC(/N=C/c1ccccc1)=C(C#N)C3c1ccc([N+](=O)[O-])cc1 (centres undefined)
#36 CC[C@H](C)[C@H](NC(=O)Nc1ccccc1)C(=O)N(C)[C@H](C[C@@H](OC(C)=O)c1nc(C(=O)N[C@@H](Cc2ccccc2)C[C@H](C)C(=O)OC)cs1)C(C)C
#37 C[C@@H]1C[C@@H]([C@H](O)CC2CC(=O)NC(=O)C2)C(=O)[C@@H](C)C1
#38 CC1=CC23C(COC(=O)C24CO4)C(C(=O)O)=CC3C1C (centres undefined) (tested in a mixture with another compound)
#39 CCC(=O)c1ccc(Cl)cc1
#40 CC12CCC(=O)C=C1CCC1C2=CCC2(C)C(O)CCC12 (centres undefined)
entry no.,33,34,35,36,37,38,39,40
786-0,94,116,104,18,0.3*,93,104,89
SF-295,110,x,90,4.4*,2.6*,92,110,107
PC-3,96,102,99,22,8.3*,91,124,91
SF-539,57,102,97,-26*,-5.7*,93,106,97
UO-31,92,68,71,27,0.7*,104,93,74
DU-145,105,105,104,-3.4*,4.4*,105,118,108
U251,x,104,101,7.2*,3.3*,94,112,94
SF-268,84,112,98,19,5.7*,105,109,89
SN12C,60,106,90,47,-0.1*,96,105,100

#41 Cc1cccc(CCN)c1
#42 C[C@]12C/C(=C/Sc3ccc(Cl)cc3)C(=O)C[C@@H]1CC[C@@H]1[C@@H]2CC[C@@]2(C)[C@H]1CC[C@]2(C)O
#43 COc1cc(/C=C/[N+](=O)[O-])cc(OC)c1OC
#44 CCN(CC)P(=O)(N1CC1C)N1CC1C (centres undefined)
#45 CCC(=O)C1(c2cccc(OC)c2)CCN(C)CC1
#46 CC(C)NC(Cc1ccccc1)c1ccccc1 (centres undefined)
#47 Cc1c(CCN)ccc2c1[nH]c1ccccc12
#48 O=[N+]([O-])c1ccc(OCc2ccc(S(=O)(=O)F)c(Cl)c2)c(Cl)c1
entry no.,41,42,43,44,45,46,47,48
786-0,104,89,-48*,99,104,96,80,80
SF-295,103,100,69,x,101,98,80,106
PC-3,96,57,6.5*,96,93,91,92,91
SF-539,97,90,-61*,81,98,102,91,94
UO-31,95,55,-85*,92,82,95,75,70
DU-145,106,86,9.7*,104,111,112,100,118
U251,103,82,18,105,107,99,90,107
SF-268,102,69,29,107,103,103,81,96
SN12C,98,70,31,107,95,100,76,98

#49 NC(=O)c1cc([N+](=O)[O-])c(Cl)c([N+](=O)[O-])c1Cl
#50 CC(C)CNC(=O)CCl
#51 COc1ccc2c(c1O)[C@]13CCN(C)[C@H](C2)[C@@H]1CCC(=O)C3
#52 CC(=O)Cc1ccc2c(c1)OCO2
#53 CCC1(C2=NCCN2)Cc2ccccc2O1 (centres undefined)
#54 C#COc1cccc(Nc2ncnc3cc(NC(=O)CF)ccc23)c1
#55 CN1CC2CCC(C1)C2=O
#56 Clc1ccc(CSC(Cn2ccnc2)c2ccc(Cl)cc2Cl)cc1 (centres undefined)
entry no.,49,50,51,52,53,54,55,56
786-0,13,108,114,109,103,31[6.25 µM],97,34
SF-295,96,110,100,109,95,30[6.25 µM],x,11
PC-3,47,101,112,106,90,36[6.25 µM],93,15
SF-539,5.0*,103,100,95,110,29[6.25 µM],105,44
UO-31,-63*,95,100,102,86,61[6.25 µM],63,4.1*
DU-145,x,102,122,111,116,76[6.25 µM],115,68
U251,-82*,94,106,103,98,23[6.25 µM],101,28
SF-268,x,95,113,98,107,52[6.25 µM],106,50
SN12C,19,111,102,101,95,55[6.25 µM],100,38

#57 COC(C(=O)O)(c1ccccc1)c1ccccc1
#58 CCCOC(C(=O)OCCN(CC)CC)(c1ccccc1)c1ccccc1
#59 COc1ccccc1N1CCN(C(C)(C)C)CC1
#60 CNC(=O)Oc1cc(C)c(OC(=O)NC)cc1C
#61 C=CCOC(=O)N1CC1
#62 COC1=CC(=O)O[C@@H](/C=C/c2ccc3c(c2)OCO3)C1
#63 CC[C@H](C)[C@H](NC(=O)[C@H]1CCCCN1C)C(=O)N(C)[C@H](CC(=O)c1nc(C(=O)N[C@@H](Cc2ccccc2)C[C@H](C)C(=O)O)cs1)C(C)C
#64 O=C(O)C(Cl)(Cl)C(F)(F)F
#65 O=NN1CCCc2cccc(O)c21
entry no.,57,58,59,60,61,62,63,64,65
786-0,94,88,92,89,102,112,90,99,27
SF-295,92,107,99,116,103,122,87,100,31
PC-3,96,83,98,113,106,83,78,102,52
SF-539,96,103,94,99,103,107,76,102,-33*
UO-31,90,75,99,106,93,87,89,93,21
DU-145,109,101,112,109,113,141,106,108,11
U251,104,97,101,99,102,98,46,108,22
SF-268,95,104,97,110,103,111,84,99,28
SN12C,98,101,x,98,102,100,84,104,22
